G6PDH counter: L. mesenteroides G6PDH inhibition counter-screen; Purified L. mesenteroides G6PDH, diaphorase/resazurin coupled fluorescence, 45 min; inhibition, % at 5 µM; hit rate 0.12% among 200,000; in the data active = inhibition above about 50%
TNAP inh no acc: TNAP (human) inhibition, acceptor-free conditions | purified TNAP, CDP-star luminescence, 30 min | inhibition, % at 20 µM | hit rate 0.26% among 200,000 | AID 1012;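 active = tissue-nonspecific alkaline phosphatase inhibition above about 50% at 20 µM in the single-dose screen, limit read from the data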;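 also: 0% = DMSO negative control and 100% = EDTA positive control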
Target sequence (P05186 whole entry, looked up): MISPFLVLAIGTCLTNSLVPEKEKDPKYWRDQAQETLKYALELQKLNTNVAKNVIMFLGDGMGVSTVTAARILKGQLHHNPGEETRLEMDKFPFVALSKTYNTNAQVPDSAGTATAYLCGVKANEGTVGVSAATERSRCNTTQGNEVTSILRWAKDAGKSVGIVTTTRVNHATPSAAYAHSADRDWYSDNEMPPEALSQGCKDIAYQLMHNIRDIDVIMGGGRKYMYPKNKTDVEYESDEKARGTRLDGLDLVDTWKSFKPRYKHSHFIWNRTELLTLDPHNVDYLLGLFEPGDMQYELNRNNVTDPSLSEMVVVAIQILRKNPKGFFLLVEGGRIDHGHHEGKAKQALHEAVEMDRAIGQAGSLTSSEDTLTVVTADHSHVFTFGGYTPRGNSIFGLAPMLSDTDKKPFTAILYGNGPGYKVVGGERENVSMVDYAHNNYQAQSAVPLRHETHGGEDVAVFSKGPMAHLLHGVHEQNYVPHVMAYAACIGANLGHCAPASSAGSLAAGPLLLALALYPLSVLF
TNAP inh hi DEA: inhibitors of human TNAP at high phosphate acceptor concentration. purified TNAP, CDP-star luminescence, 1 M DEA. hit rate 0.03% among 200,000. inhibition, % at 20 µM. P05186;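 active = over 50% inhibition of tissue-nonspecific alkaline phosphatase at 20 µM in the single-dose screen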;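 also: plate controls were DMSO wells for no effect and EDTA-quenched wells as full inhibition for full effect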
TNAP act hi DEA: activators of human TNAP at high phosphate acceptor concentration; purified TNAP, CDP-star luminescence, 1 M DEA, 30 min; stronger effect = higher value; 0 = EDTA background, 1 = DMSO-only activity; 200,000 tested, under 10 active; AID 1136; activation factor at 20 µM; P05186;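 active = activation factor at least 2 at 20 µM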
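Measured by: Luminescent substrate turnover signal | Test system: Human TNAP | Input: TNAP 1/800 final | Dosing: 20 µM single point | Schedule: 30 min, room temperature | Controls: EDTA wells as negative control, DMSO wells as positive control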
PMI activator: phosphomannose isomerase (human) activation | activation factor at 20 µM | purified human PMI, coupled resazurin fluorescence, 20 min; stronger effect = higher value; 1 = vehicle control, 0 substrate-free wells | hit rate 0.005% among 190,000 | P34949 | AID 1214;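 active = activation factor of 2 or more at 20 µM, relative to plate controls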
PMI act satM6P: activators of human phosphomannose isomerase at near-saturating mannose 6-phosphate; P34949; coupled PMI enzyme assay, resazurin fluorescence, 20 min; stronger effect = higher value; 1 = untreated enzyme, 0 = substrate-free blank; activation factor at 20 µM; hit rate 0.34% among 190,000; AID 1216;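 active = activation factor of 2 or more at 20 µM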
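Test system: human PMI in coupled enzyme assay; Input: PMI at 15 ng/mL final; Medium: HEPES buffer, pH 7.4; Schedule: 20 min incubation at room temperature; Technique: resorufin fluorescence at Ex 544/Em 590 nm; Compound: 20 µM single dose; Probe or stimulus: Near-saturating mannose-6-phosphate, 1.0 mM.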
Efa HMGR inh: E. faecalis class II HMG-CoA reductase inhibition; purified E. faecalis HMGR, NADPH absorbance 340 nm kinetic; inhibition, % at 10 µM; hit rate 0.41% among 190,000; AID 1066;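 active = inhibition above a set limit, the median over all tested compounds plus 3 SD, cut at about 9.5% in these data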;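 also: enzyme runs in reverse so mevalonate oxidation gives rising NADPH absorbance; 0% = complete reaction with DMSO and 100% = background rate lacking mevalonate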
Diaphorase act: activates diaphorase or chemically reduces, flagging diaphorase assay artifacts | Diaphorase/resazurin coupled assay, resorufin fluorescence, 16 min; stronger effect = higher value; 1 = vehicle wells, 0 = NADH-free wells | activation factor at 20 µM | hit rate 0.005% among 190,000;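 active = diaphorase activity raised at least twofold by the compound at 20 µM; inactive = activation factor below 2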
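Material: purified diaphorase enzyme from Clostridium kluyveri / Medium: HEPES pH 7.4 buffer with MgCl2 and Tween 20 / Schedule: enzyme reaction of 16 min at room temperature / Measured by: resorufin fluorescence, excitation 544 nm, emission 590 nm / Evaluation: rise in resorufin formation, marking diaphorase activation or chemical reduction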
Diaph inh CS: inhibits diaphorase or chemically oxidizes, flagging diaphorase assay artifacts | diaphorase resazurin-to-resorufin fluorescence, NADH, 16 min; bacterial (C. kluyveri) enzyme, not human | inhibition, % at 20 µM | hit rate 0.69% among 190,000;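 active = primary screen inhibition at 20 µM above a set limit, cut at about 50% in these data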;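 also: plate controls were DMSO with full reaction for no effect and wells lacking NADH for full effect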
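Assay system – diaphorase enzyme from Clostridium kluyveri · Amount – diaphorase 0.14 U/mL (working solution) · Times – reaction incubation of 16 min at room temperature · Controls – No-NADH positive control and DMSO neutral control · Signal – resorufin fluorescence 544/590 nm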
FLuc act counter: affects firefly luciferase, flagging false hits in luciferase stimulation screens; P08659; ATPlite luciferase biochemical, luminescence, 10 min; 0 = ATP-free wells, 1 = DMSO control; activation factor at 10 µM; 200,000 tested, under 10 active; AID 1027;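 active = luciferase activation factor, scaled between plate controls, of at least 2 with compound at 10 µM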
Target sequence (P08659 whole entry, looked up): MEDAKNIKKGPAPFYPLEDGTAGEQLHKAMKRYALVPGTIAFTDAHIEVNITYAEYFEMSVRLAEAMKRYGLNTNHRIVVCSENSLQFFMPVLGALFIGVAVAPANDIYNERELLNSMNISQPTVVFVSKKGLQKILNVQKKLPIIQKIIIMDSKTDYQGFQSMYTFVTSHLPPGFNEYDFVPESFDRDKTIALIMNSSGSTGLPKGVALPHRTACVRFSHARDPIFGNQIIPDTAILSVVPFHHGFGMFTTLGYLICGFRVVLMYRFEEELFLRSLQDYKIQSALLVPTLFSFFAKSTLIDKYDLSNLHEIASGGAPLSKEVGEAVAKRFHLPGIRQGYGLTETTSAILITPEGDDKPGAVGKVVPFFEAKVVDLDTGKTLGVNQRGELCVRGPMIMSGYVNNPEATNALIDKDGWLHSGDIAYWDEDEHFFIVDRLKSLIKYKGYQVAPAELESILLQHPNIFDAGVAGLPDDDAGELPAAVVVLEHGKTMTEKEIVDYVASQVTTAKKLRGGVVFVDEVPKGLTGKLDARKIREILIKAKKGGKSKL
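System: Luciferase/luciferin detection reagent, cell-free biochemical luciferase assay | Medium: PBS buffer for ATP | Dosing: Test compounds dosed from 2 mM stocks in 100% DMSO | Timing: 10 min at ambient temperature | Signal: Luminescence measurement of luciferase light output | Evaluation: Luciferase activation, seen as luminescence increase over controls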
* hit, by the source's call.

Compound | PMI activator | TNAP act hi DEA | Diaph inh CS | PMI act satM6P | FLuc act counter | Diaphorase act | Efa HMGR inh | G6PDH counter | TNAP inh hi DEA | TNAP inh no acc
CCCN(CCC)CC(O)Cn1c2ccccc2c2ccccc21 (stereo unspecified) | 0.9 | 1.1 | 15.8 | 0.9 | 1 | 0.8 | -6.3 | 8.6 | -7.1 | -7.6
CCCOc1ccc(C(O)CCNC(CC(=O)O)c2ccccc2)cc1 (stereo unspecified) | 0.9 | 1 | 1.0 | 1 | 1 | 1 | -0.5 | 9.7 | -1.2 | -8.8
Cc1ccc(OCCCOc2cccc3cccnc23)cc1C | 0.8 | 1 | 22.7 | 0.8 | 1 | 0.8 | -4.6 | 6.5 | -0.8 | 0.2
Cc1ccc(Cn2c(Sc3ncccn3)nc3c2c(=O)[nH]c(=O)n3C)cc1 | 1 | 1.1 | 7.5 | 1 | 1.1 | 0.9 | -1.2 | -25.1 | -7.1 | -4.0
OCCN(CC(O)Cn1ccc2ccccc21)CC(O)Cn1ccc2ccccc21 (stereo unspecified) | 1.1 | 1 | 16.7 | 1.1 | 1.1 | 0.8 | -2.5 | 9.7 | -3.9 | -1.2
Cc1ccccc1NC(=O)C(Cl)=C(Cl)Cl | 1.1 | 1.1 | -6.1 | 1.1 | 1.1 | 1.1 | -0.7 | 5.6 | -6.1 | -9.3
CCCOc1ccc(N2C(=O)CC(SC(=NC)Nc3ccc(F)cc3)C2=O)cc1 (stereo unspecified) | 0.9 | 1 | 13.7 | 0.9 | 1.1 | 0.9 | 0.6 | 0.4 | -2.6 | -5.0
Nc1ccc(Oc2ccc(Cl)cc2)cc1 | 1 | 1.1 | 5.7 | 1 | 1 | 0.9 | 6.2 | -1.9 | -5.0 | -20.7
CCOC(=O)c1c(C=O)c(C)n(Cc2ccc(C)cc2)c1C | 1 | 1 | 2.0 | 0.9 | 1 | 1 | -2.6 | 6.5 | -4.2 | -5.4
O=C1Nc2ncccc2OC1CCCl (stereo unspecified) | 1 | 1 | 1.1 | 1.1 | 1.1 | 1 | -4.0 | 0.7 | -2.9 | -0.8
CCC(C)n1ncn(-c2ccc(N3CCN(c4ccc(OC)cc4)CC3)cc2)c1=O (stereo unspecified) | 1 | 1 | 5.4 | 0.8 | 1 | 0.9 | -2.9 | 1.0 | -4.7 | -6.5
COc1ccc(-c2ccc(CCC(=O)O)n2CC2CCCO2)cc1 (stereo unspecified) | 0.9 | 1 | 18.8 | 1 | 1.1 | 0.8 | -5.2 | -0.6 | -1.3 | -11.4
COc1ccc(C2CC(c3ccccc3)=NN2C(=O)COC(=O)c2cccnc2)cc1 (stereo unspecified) | 1 | 1 | 3.2 | 1.1 | 1 | 1 | -8.0 | -16.1 | 3.0 | 3.7
CCOc1ccccc1/C=N/NC(=O)c1cccc(Cl)c1 | 1 | 1.1 | 16.8 | 1 | 1 | 0.8 | -1.9 | -2.4 | -7.8 | -11.3
Cc1cccc(N/C(=N\S(=O)(=O)c2ccccc2)C(F)(F)F)c1 | 1.1 | 1 | 4.9 | 1.1 | 1 | 1 | -6.0 | 7.1 | -4.6 | -11.5
CCNC(=S)N/N=C/c1c(C)nn(-c2cccc(Cl)c2)c1Cl | 1 | 1 | 3.7 | 1 | 1.1 | 1 | 1.2 | 2.9 | 0.0 | -0.1
O=C(COC(=O)c1ccc(NS(=O)(=O)c2cccs2)cc1O)Nc1nc2ccccc2s1 | 0.8 | 1.1 | 31.8 | 0.9 | 1.1 | 0.7 | -2.0 | 9.9 | -8.3 | -7.9
CCCC(C(=O)OCC)P(=O)(c1ccccc1)c1ccccc1 (stereo unspecified) | 0.9 | 1 | 11.1 | 0.9 | 1 | 0.9 | -2.2 | 5.3 | 1.1 | -9.8
Cc1oc(CC(C)C)c(CN)c1C(=O)O | 1.1 | 1 | 3.2 | 1.1 | 1.1 | 1 | -1.5 | -0.8 | -1.3 | -16.9
O=C(NCC(=O)N(Cc1cccs1)C(C(=O)NC1CCCC1)c1cccnc1)c1ccco1 (stereo unspecified) | 1.3 | 1 | -10.4 | 1.2 | 1 | 1.1 | -2.0 | -1.2 | -0.7 | -1.9
CSc1ccccc1C(=O)N1CCN(c2cccc(Cl)c2)CC1 | 1 | 1.1 | 15.9 | 1 | 1.1 | 0.8 | -2.8 | 5.1 | -5.4 | 5.3
CC(C)N1C(=O)C2C(c3ccccc3O)NC(C)(C(=O)O)C2C1=O (stereo unspecified) | 1 | 1 | -6.7 | 1.1 | 1 | 1.1 | 1.6 | -1.3 | -4.8 | -18.0
CC(C)[C@H](NC(=O)c1ccccc1Cl)C(=O)NC1CCCCCC1 | 1 | 1.1 | 10.7 | 1 | 1 | 0.9 | 0.9 | 0.5 | -5.0 | -11.0
COC(=O)c1c(NC(=O)CC2SC(N)=NC2=O)sc(C)c1C (stereo unspecified) | 1 | 1 | 5.4 | 1 | 1.1 | 0.9 | -2.0 | 6.3 | -4.0 | -19.4
C=CCNc1oc(Cc2cccc3ccccc23)nc1C#N | 0.8 | 1 | 30.9 | 0.8 | 1 | 0.7 | 2.6 | 11.7 | -0.8 | -6.2
CCOC(=O)N/N=C1\CCc2ccccc21 | 1 | 1 | 8.9 | 1 | 1 | 0.9 | -0.8 | -2.4 | -4.3 | -6.7
CCN1CCc2c(OCc3ccccc3)cccc2C1=O | 1.2 | 1 | 3.4 | 1.2 | 1 | 1 | 3.1 | -2.2 | -3.3 | -12.1
O=C(Nc1ccc([N+](=O)[O-])cc1)Nc1ccc2c(c1)OCCO2 | 1.1 | 1.1 | -1.5 | 1 | 0.6 | 1 | -2.9 | 7.1 | -6.2 | -9.2
Cc1cnn(C(=O)c2cc(-c3ccccc3)nc3ccccc23)c1 | 1 | 1 | 2.6 | 1 | 1 | 1 | 0.4 | 2.3 | -0.2 | -8.6
Cc1ccc(NS(=O)(=O)c2ccccc2)c2c1CC(C)(C)O2 | 0.9 | 1 | 11.6 | 1 | 1 | 0.9 | -4.3 | 14.4 | -3.1 | -7.5
Cc1ccsc1/C=N/NC(=O)CNC(=O)c1cccc([N+](=O)[O-])c1C | 0.9 | 1 | 6.0 | 1 | 1 | 0.9 | -3.1 | 10.4 | -4.1 | -6.6
COc1ccc(N2C(=O)CC(NCCNc3ccc([N+](=O)[O-])cn3)C2=O)cc1 (stereo unspecified) | 1.1 | 1 | 3.9 | 1 | 1 | 1 | 1.5 | 0.9 | -1.9 | -8.6
Cn1nc(C(=O)NCCOc2ccccc2)c2ccccc2c1=O | 1 | 1 | -2.1 | 1.1 | 1 | 1 | -1.6 | 4.4 | 2.1 | -3.2
O=c1/c(=C\c2ccc3c(c2)OCO3)sc2n1CCCN=2 | 1 | 1 | 13.6 | 1 | 0.5 | 0.9 | -1.3 | 1.4 | -4.8 | -16.5
CCC(Sc1nc2ccccc2c(=O)n1CCN1CCOCC1)C(=O)NCc1cccnc1 (stereo unspecified) | 0.9 | 1 | 10.3 | 0.9 | 1.1 | 0.9 | -3.6 | -4.2 | -0.7 | -10.5
CCOC(=O)CSc1nnc(SCCN2C(=O)c3ccccc3C2=O)s1 | 1 | 1 | 6.9 | 1 | 1 | 0.9 | -9.8 | 14.3 | -3.3 | -4.0
Cn1c(C(=O)NCc2ccccc2)cc2oc3ccccc3c21 | 0.8 | 1 | 13.2 | 0.8 | 1 | 0.9 | 0.7 | -6.9 | -0.2 | -2.8
Cc1ccccc1NC(=O)Cn1nnc2ccccc21 | 1 | 1.1 | 12.6 | 1.1 | 1 | 0.9 | 1.9 | 4.6 | -7.6 | -15.7
COC(=O)Cn1c(C)nc(=O)c(-c2ccccc2)c1C | 1 | 1.1 | 14.7 | 0.9 | 1 | 0.9 | 2.1 | -2.0 | -5.2 | -9.6
CN1C(=O)COc2ccc(C(=O)c3oc4ccccc4c3-c3cnc4c(c3)COc3ccccc3-4)cc21 | 0.9 | 1.1 | 8.6 | 0.9 | 1.1 | 0.9 | 6.5 | -0.1 | -7.8 | -10.0

Single records, from the list above. Screens in order: PMI activator | TNAP act hi DEA | Diaph inh CS | PMI act satM6P | FLuc act counter | Diaphorase act | Efa HMGR inh | G6PDH counter | TNAP inh hi DEA | TNAP inh no acc
COC(=O)Cn1c(C)nc(=O)c(-c2ccccc2)c1C is listed with 1 | 1.1 | 14.7 | 0.9 | 1 | 0.9 | 2.1 | -2.0 | -5.2 | -9.6
O=C(Nc1ccc([N+](=O)[O-])cc1)Nc1ccc2c(c1)OCCO2 is listed with 1.1 | 1.1 | -1.5 | 1 | 0.6 | 1 | -2.9 | 7.1 | -6.2 | -9.2
CCOC(=O)CSc1nnc(SCCN2C(=O)c3ccccc3C2=O)s1 is listed with 1 | 1 | 6.9 | 1 | 1 | 0.9 | -9.8 | 14.3 | -3.3 | -4.0
O=c1/c(=C\c2ccc3c(c2)OCO3)sc2n1CCCN=2 is listed with 1 | 1 | 13.6 | 1 | 0.5 | 0.9 | -1.3 | 1.4 | -4.8 | -16.5

The listing continues:
Compound | PMI activator | TNAP act hi DEA | Diaph inh CS | PMI act satM6P | FLuc act counter | Diaphorase act | Efa HMGR inh | G6PDH counter | TNAP inh hi DEA | TNAP inh no acc
CCOP(=O)(OCC)C(NC(=O)Nc1c(C)cc(C)cc1C)c1ccccc1 (stereo unspecified) | 1.1 | 1 | -2.0 | 1 | 1 | 1 | -4.0 | 14.4 | -1.5 | -22.0
CC(C)CC(NC(=O)C(COCc1ccccc1)NC(=O)OC(C)(C)C)C(=O)NN (stereo unspecified) | 1 | 1 | 3.7 | 1.1 | 1 | 1 | -1.6 | 3.4 | -0.6 | -8.9
O=C(CN1CCCCC1)N1c2ccccc2Oc2ccccc21 | 1 | 1.1 | 8.9 | 1.1 | 1 | 0.9 | 4.0 | 1.0 | -7.0 | -11.9
Cc1noc(C)c1CSc1nnc(-c2cccnc2)n1C1CCCCC1C (stereo unspecified) | 1 | 1 | 15.4 | 0.9 | 1.1 | 0.8 | 1.5 | 4.5 | -3.7 | -3.0
Cn1c(Cc2ccccc2)nnc1SCc1ccc(C(=O)O)cc1 | 1 | 1 | -1.0 | 1.1 | 1.1 | 1 | -2.0 | -0.5 | -2.0 | -7.7

High-throughput results from PubChem BioAssay.
